High-throughput results as filed in PubChem.
HttQ103 aggreg: inhibitors of mutant huntingtin aggregate formation in PC12 cells. 220,000 compounds, 1.1% hits. PC12 HttQ103-GFP aggregates, Acumen cytometry, 40 h. AID 1688. Potency, µM (highest dose often 46.1 µM), inactives show at the highest dose activity change, negative = inhibition, hits mostly inhibitors; further: on the % scale 0 is the no-effect control and ±100 the full control effect; nearly all actives have a fitted effect of over 60% in size
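Aggregates are detected as GFP objects 1–25 µm with signal 6 STDEV over background in lysates of induced PC12 cells. These carry Huntingtin exon 1 with 103 glutamines fused to GFP under an ecdysone promoter; compounds titrated.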
GAA spleen mod: lysosomal alpha-glucosidase (human) modulation; human spleen homogenate, 4-MU-alpha-glucoside fluorescence; 240,000 compounds, 0.006% hits; Potency, µM (top dose mostly 79.9 µM), for the others: at the highest dose activity change, negative = inhibition, usual class: inhibitors; P10253;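 further: 0% = enzyme with vehicle and -100% = no enzyme basal signal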
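Human spleen homogenate (1 ug) incubated with compounds and 1 mM 4-methylumbelliferyl-alpha-D-glucopyranoside in pH 5.0 citrate/phosphate buffer, 37 C, 40 min. Stopped at pH 10; 4-MU fluorescence (Ex 365/Em 440 nm); AC50 by Hill fit.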
GoLoco inh red: blocks human Gai1 binding to RGS12 GoLoco peptide, red readout | P63096 | Gai1:RGS12 GoLoco peptide FP, rhodamine, 10 min | Potency, µM (titrated, usually from 61.6 µM), inactives show top-dose activity, negative = inhibition, actives largely listed as inhibitors | 230,000 compounds, 0.44% hits | AID 880; active means well fitted inhibition curve with a large enough effect, not every such curve was filed as active; inactive means no such curve, though single readings can be large or run the other way; further: on the % scale 0 is the no-effect control and ±100 the full control effect; nearly all actives have a fitted effect of over 30% in size; many of its hits are not listed in these tables
Target sequence (P63096 whole entry, looked up): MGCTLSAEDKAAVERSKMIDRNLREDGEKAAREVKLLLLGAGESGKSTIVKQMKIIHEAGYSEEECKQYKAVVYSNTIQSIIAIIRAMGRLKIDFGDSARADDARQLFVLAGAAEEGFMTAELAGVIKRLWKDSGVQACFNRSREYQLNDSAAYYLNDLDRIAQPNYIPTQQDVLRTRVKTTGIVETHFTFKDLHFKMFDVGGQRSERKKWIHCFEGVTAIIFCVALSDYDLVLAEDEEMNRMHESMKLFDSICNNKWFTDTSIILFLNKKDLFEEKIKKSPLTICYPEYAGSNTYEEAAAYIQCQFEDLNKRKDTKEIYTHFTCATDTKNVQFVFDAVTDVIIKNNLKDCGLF
GAA inhib: blocks human lysosomal alpha-glucosidase. P10253. purified human GAA, 4-MU-alpha-glucoside fluorescence. Potency, µM (highest dose often 76.9 µM), inactives show top-dose activity change, negative = inhibition, hits mostly inhibitors. 200,000 compounds, 0.005% hits. AID 1466;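 further: plate controls were uninhibited enzyme wells for no effect and no-enzyme background for full effect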
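Read-out is 4-methylumbelliferone fluorescence (Ex 365/Em 440 nm) after NaOH/glycine stop at pH 10. Enzyme 4 nM, substrate 400 uM, pH 5.0 citrate buffer, 20 min room temperature; AC50 from Hill-equation concentration-response.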
GAA glycogen: alters human alpha-glucosidase cleavage of glycogen. P10253. recombinant GAA, glycogen substrate, Amplex Red glucose oxidase fluorescence. Potency, µM (series often up to 76.4 µM), without a hit: top-dose activity change, negative = inhibition, most hits filed as inhibitors. 300,000 compounds, 0.38% hits. AID 2100;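 further: 0% = full enzyme reaction and -100% = no-enzyme basal signal; the screen sought inhibitors and activators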
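Recombinant enzyme (4 nM final) with compounds titrated up to 77 uM and bovine liver glycogen (30 ug) in citrate pH 5.0, 0.01% Tween-20, 37 C 40 min. Released glucose detected by Amplex Red/glucose oxidase (Ex 573/Em 610); AC50 from Hill fits.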
IMPase Li cell: membrane-permeable IMPase blocker, potentiated with lithium | AID 1457 | 210,000 compounds, 0.35% hits | Potency, µM (top dose mostly 59.4 µM), for the others: at the top dose activity, negative = IMPase inhibition, hits mostly inhibitors | CHO-M1 cells, IP1 TR-FRET (IP-One), carbachol + lithium;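 further: IP1 builds up when IMPase is blocked and the TR-FRET signal falls; plate controls were basal vehicle for no effect and high inhibitor control for full effect; nearly all actives have a fitted effect of over 50% in size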
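Readout is a homogeneous TR-FRET IP1 immunoassay (Ex 320, Em 665 and 620), where raised cytosolic IP1 lowers signal. Cells were CHO-M1 treated 30 min at 37C with test compounds plus a little lithium; AC50 values came from Hill-equation fitting.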
HTT ATP protect: protects HTT-Q103 PC12 cells, measured by ATP; Potency, µM (series often up to 56.4 µM), without a hit: cytoprotection (ATP increase), most hits filed as activators; PC12 HTT-Q103 induced, cytoprotection, ATP luminescence, 40 h; 230,000 compounds, 0.14% hits;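 further: % of control where 0% means no effect; nearly all actives have a fitted effect of over 45% in size; toxic huntingtin expression switched on by the ecdysone agonist tebufenozide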
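Stable PC12 Q103-GFP cells in serum-supplemented, phenol red-free DMEM; induction by tebufenozide at 100 nM final; compound dose series; cell viability quantified luminescently from ATP.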
Numbers without * were called inactive; ? = inconclusive; . = not tested or not shown; [ ] = another dose, or the depositor's remark. Unless noted, the call rests on the fitted dose curve; in most records, active means well fitted curve in the direction sought with a large enough effect; inconclusive means small, poorly fitted or top-dose-only effect, or another doubt; inactive means no such curve, though single readings can be large; an effect the other way counts as inactive or inconclusive. Potency means the concentration at half of the fitted maximal effect. Not all compounds are listed; the hit share may differ from the screen's.

molecule,HttQ103 aggreg,GAA spleen mod,GoLoco inh red,GAA inhib,GAA glycogen,IMPase Li cell,HTT ATP protect
COc1cccc(C2=NOC(C(=O)NC3CCCCC3)C2)c1 (centres undefined),-5%,-2%,-26%,?,?,5%[38.3 µM],0%
Cn1c(=O)c2c(nc(N3CCCCCC3)n2Cc2cccc3ccccc23)n(C)c1=O,?,-5%,-3%,-5%,-9%,5%[38.3 µM],1%[0.074 µM]
CCC(CC)C(=O)Nc1ccncc1,15%,7%,5%,-17%,-4%,1%,-5%
COc1cc(NC(=O)c2cc(C(C)C)on2)cc(OC)c1OC,6%,3%,0%,-2%[15.4 µM],-8%,2%[38.3 µM],-12%
C=CCC(Nc1ccccc1)c1ccc(OC)c(OC)c1 (centres undefined),0%[9.22 µM],-6%,3%,.,-6%,.,14%[10 µM]
CCOC(=O)c1cc(C#N)c(N)nc1C,-18%,-3%,-2%,-14%,0%,-16%[38.3 µM],-7%[0.04 µM]
COc1ccccc1/C=C/C=N/NC(=O)CCn1cnc2ccccc21,-31%[9.22 µM],-13%,-7%,.,5%,.,-4%[10 µM]
COc1ccccc1NC(=O)c1cccc(NC(=O)c2ccco2)c1,-14%,1%,13%,2%,2%,12%[38.3 µM],-4%
COc1ccccc1CNC(=O)COc1ccc([N+](=O)[O-])cc1,4%,4%,-7%,-11%,-4%,10%,.
CCN(CC)S(=O)(=O)c1ccc(Cl)c(C(=O)NCc2ccco2)c1,-22%,3%,13%,7%,-2%,8%,-9%
COc1ccc(NC(=O)C(c2ccc(C)cc2)N(C)C(=O)c2ccc(=O)[nH]c2)cc1 (centres undefined),-9%,13%,-4%,2%,15%,-4%,10%[10 µM]
O=C(O)/C=C/C(=O)Nc1c(F)cccc1F,2%[9.22 µM],3%,-12%,-6%,8%,.,9%[10 µM]
CC1(CCc2ccccc2)NC(=S)N(c2ccccc2)N1 (centres undefined),6%,5%,-29%,3%,-1%,5%,.
O=C(NNC(=O)c1sc2ccccc2c1Cl)Nc1ccc(Cl)cc1,-14%,-16%,8%,3%,-4%,-16%[38.3 µM],21%
CCOC(=O)Cc1csc(NC(=O)C2CCCN(S(=O)(=O)c3cnc[nH]3)C2)n1 (centres undefined),10%,13%,-5%,-10%,-5%,1%[38.3 µM],3%
COc1ccc(NC(=O)Cn2c(C)cc(=O)c3ccccc32)cc1,6%,5%,0%,-1%,7%,5%,.
Cc1ccc(Nc2nnc(SC3CCOC3=O)s2)cc1 (centres undefined),-11%,0%,-13%,7%,-4%,1%,13%[10 µM]
CN(C)S(=O)(=O)c1ccc(Cl)c(NC(=O)CSc2nnnn2-c2ccc(O)cc2)c1,?,1%,-5%,1%,-8%,-4%,-10%[10 µM]
C1CC1Cc1noc(CN2CCN(C3C4CC5CC(C4)CC3C5)CC2)n1 (centres undefined),1%[9.22 µM],-4%,-7%,?,-9%,24%,12%[10 µM]
Cc1ccccc1C(=O)Nc1ccc(C(=O)NNC(=O)CCCOc2ccc(Cl)cc2Cl)cc1,-10%,-14%,16%,1%,0%,-12%[38.3 µM],6%
CCc1ccc(N/C(N)=N/c2nc(CSc3ccccn3)cc(=O)[nH]2)cc1,15%[9.22 µM],-2%,18%,1%,-13%,15%,?
CSc1ccc(C(=O)C2CCCN(C(=O)c3csc(C(C)=O)c3)C2)cc1 (centres undefined),19%[9.22 µM],4%,7%,-10%,-4%,15%,5%[10 µM]
Cn1c(SCC(=O)OC2CCCCC2)nnc1-c1ccc2c(c1)OCO2,7%,-4%,4%,-2%,6%,-1%[38.3 µM],-11%
c1ccc(CSc2ccc3nnc(-c4ccccn4)n3n2)cc1,-15%,.,3%,2%,5%,-2%,-29%
N#Cc1cn(-c2ccccc2)nc1-c1ccccc1,3%,-4%,3%,-3%,-2%,5%[38.3 µM],-13%[10 µM]
COc1ccc(CCNC(=O)CC2SC(=NCCc3ccccc3)NC2=O)cc1 (centres undefined),8%,1%,12%,2%,12%,0%,-11%[10 µM]
COc1ccc(CN2CCC(CO)(Cc3ccccc3)CC2)cc1Cn1cccn1,-12%,0%,9%,0%,1%,18%,-24%
COc1ccc(OC)c(S(=O)(=O)N2CCC(C(=O)N3CCc4ccccc4C3)CC2)c1,-22%,-10%,4%,-12%,-12%,20%[38.3 µM],-18%[0.074 µM]
CN(C)S(=O)(=O)c1ccc(N2CCCC2)c(C(=O)NCc2ccccc2)c1,28%,-4%,3%,5%,-6%,15%[38.3 µM],-18%
CCOC(=O)N1CCC(NC(=O)CCC(=O)N2CC(C)Oc3ccc(C)cc32)CC1 (centres undefined),-1%,3%,12%,4%,4%,-5%[38.3 µM],-29%
COc1ccc(Cc2cnc(N)s2)cc1,2%[9.22 µM],4%,14%,?,10%,-7%,7%[10 µM]
COc1ccccc1/C=C/C=N/NC(=O)CC1C(=O)NN=C1C (centres undefined),-10%[9.22 µM],-1%,4%,.,?,.,-14%[10 µM]
COc1cccc(NC(=O)CN(C)C(C)C(=O)Nc2ccc(C#N)cc2)c1 (centres undefined),5%,-4%,1%,-1%,6%,6%,-16%
Cc1ccc(C2N3CC4([N+](=O)[O-])CN2CC([N+](=O)[O-])(C3)C4(C)C)cc1 (centres undefined),1%,-6%,-7%,1%,-7%,0%,12%[10 µM]
Cc1cc2cc(C)c3nnc(SCc4ccccn4)n3c2cc1C,-5%,2%,12%,-3%,-8%,3%,3%[10 µM]
COc1ccc(NC(=O)C2CCCN(S(=O)(=O)c3cccs3)C2)cc1OC (centres undefined),-9%,2%,12%,-2%,4%,-19%[38.3 µM],5%
COc1ccccc1-c1cc(C(F)(F)F)nc(S(=O)(=O)CCCC(=O)Nc2cc(C)on2)n1,?,10%,-3%,?,6%,12%[38.3 µM],-96%[inhibitor]
CCCCCCCCCCCCCCCC[n+]1cccc2ccccc21,7.9µM*,-3%,2.2µM*,-14%,11%,31%[activator],-5%[10 µM]
O=C(/C=C/c1ccccc1)N1CCC(Cc2ccccc2)CC1,5%,-5%,.,?,-4%,.,-7%
CN(C)C(=O)CSc1nnc(-c2cccs2)n1-c1ccccc1,-12%[9.22 µM],-3%,2%,.,-4%,.,-10%[10 µM]
Cc1cc(C)nc(SCC(=O)Nc2cc(C)on2)n1,-19%,-2%,-4%,12%,?,-1%[38.3 µM],1%
Cc1ccc(OCCCC(=O)Nc2ccc(S(=O)(=O)Nc3ccccn3)cc2)cc1,.,-5%,12%,12%,-9%,6%,.
O=C(CSc1nnc(NC(=O)C2CCC2)s1)NC1CC1,-7%,-9%,5%,2%,0%,11%[38.3 µM],-2%[10 µM]
NC(=O)CSc1nnc(-c2ccc(S(=O)(=O)N3CCOCC3)cc2)n1CC1CCCO1 (centres undefined),-6%,-7%,-7%,-13%,-3%,-6%[38.3 µM],15%[10 µM]
C/C(=N\Nc1ccc([N+](=O)[O-])cc1[N+](=O)[O-])c1cc2c(ccc3ccccc32)oc1=O,7%[9.22 µM],5%,8%,.,-2%,0%,17%[10 µM]
COc1ccc(N2CCN(C(=O)Cc3cccs3)CC2)cc1,0%,3%,-8%,-7%,-7%,31%[38.3 µM],5%
Cc1cc([N+](=O)[O-])nn1CCCC(=O)Nc1cc(Oc2ccccc2)cc([N+](=O)[O-])c1,-14%,-3%,5%,-11%,-5%,22%,22%[10 µM]
Cc1csc(SCC(=O)NCc2ccccc2Cl)n1,5%,2%,3%,-3%,-1%,-8%,-7%
CCCn1c(C)nc2c(NCCO)nc(C)nc21,.,3%,2%,.,.,-9%,10%
Cc1ccc(C(=O)N/N=C/c2ccc(-c3ccccc3[N+](=O)[O-])o2)cn1,16%,-5%,-4%,-1%,?,3%,13%[1.9 µM]
COc1ccccc1C(=O)N/C(=C\c1ccccc1)C(=O)NC(C)C(=O)O (centres undefined),-15%[9.22 µM],-6%,13%,-16%,8%,2%,-60%[inhibitor][10 µM]
COc1ccc(S(=O)(=O)/N=C2/NC(=O)/C(=C/c3ccco3)S2)cc1,12%,-19%,28%,?,14%,2%,48%[0.074 µM]
CCCCN(C)C(=O)c1nc2ccccn2c1CN1CCN(c2ccccn2)CC1,-2%[9.22 µM],-8%,15%,-3%,15%,13%,-3%[10 µM]
Cc1ccc(-n2nnnc2SCC(=O)c2cc(C)n(-c3cc(C)on3)c2C)cc1,-1%,-6%,-2%,-5%,-3%,2%[38.3 µM],2%[10 µM]
COCCN1C(=O)N[C@@H](c2ccccc2)[C@@H](C(=O)OC)[C@H]1C,.,0%[17.4 µM],5%[14.2 µM],.,.,13%,-14%[10 µM]
Cc1ccc(-c2csc(NC(=S)NC(=O)c3cccs3)n2)cc1,21%,-6%,15%,3%,1%,-9%,.
Cc1ccc(OCCNC(=O)c2cccc(Oc3ccc(C(F)(F)F)cc3[N+](=O)[O-])c2)cc1,-7%,-3%,-20%,8%,-4%,11%,23%[10 µM]
CCCCCCOc1ccc(N2C(=O)CC(SC(=NCC)NCC)C2=O)cc1 (centres undefined),9%,-4%,-7%,-1%,-20%,-8%,-11%
CC(=O)c1sc(N/N=C\c2ccc(Br)cc2)nc1C,-11%,-2%,17%,-14%,-8%,4%,-3%[10 µM]
CCOC(=O)c1c(C)[nH]c(C)c1C(=O)COC(=O)c1cc2ccccc2cc1OC,29%,4%,10%,0%,1%,7%,1%[10 µM]

Some entries already given, limited to IMPase Li cell and GoLoco inh red.
compound | IMPase Li cell | GoLoco inh red
CCc1ccc(N/C(N)=N/c2nc(CSc3ccccn3)cc(=O)[nH]2)cc1 | 15% | 18%
C/C(=N\Nc1ccc([N+](=O)[O-])cc1[N+](=O)[O-])c1cc2c(ccc3ccccc32)oc1=O | 0% | 8%
CC1(CCc2ccccc2)NC(=S)N(c2ccccc2)N1 (centres undefined) | 5% | -29%
